MBD2 DNA inh – blocks human MBD2 binding to methylated DNA. Q9UBB5. TR-FRET, MBD2 binding to methylated oligonucleotide. inhibition, % at 4.4 µM. actives 0.31% (n = 370,000); in the data active means inhibition above about 13%
Target sequence (Q9UBB5 whole entry, looked up): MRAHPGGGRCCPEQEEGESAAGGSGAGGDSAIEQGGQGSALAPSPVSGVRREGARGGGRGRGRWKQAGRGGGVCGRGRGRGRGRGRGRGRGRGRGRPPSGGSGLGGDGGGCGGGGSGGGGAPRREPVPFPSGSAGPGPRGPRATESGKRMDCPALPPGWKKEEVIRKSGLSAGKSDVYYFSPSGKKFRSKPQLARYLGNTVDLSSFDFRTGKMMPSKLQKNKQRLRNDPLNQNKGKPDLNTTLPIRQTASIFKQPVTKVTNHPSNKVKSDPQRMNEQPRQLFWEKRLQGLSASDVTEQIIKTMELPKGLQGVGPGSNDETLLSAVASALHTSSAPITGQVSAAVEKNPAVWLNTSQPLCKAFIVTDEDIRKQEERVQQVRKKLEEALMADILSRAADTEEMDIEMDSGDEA
LEDGF integ inh – blocks HIV-1 LEDGF/p75-dependent DNA integration. TR-FRET IN-LEDGF/p75 DNA integration, Eu/Cy5. inhibition, % at 3.7 µM. actives 0.64% (n = 370,000). AID 743269;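 active means inhibition above the screen-wide mean plus 3 SD, cut at about 13% in these data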;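 further: signal is the Cy5 over europium emission ratio at 671 and 618 nm; 0% = plate median of compound wells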
SIAE inh – blocks human sialic acid acetylesterase; Q9HAT2; actives 0.69% (n = 370,000); inhibition, % at 9.66 µM; SIAE FP-Rh probe binding, fluorescence polarization; AID 1053197;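 active means inhibition above a cutoff: mean of compounds within the control limits plus 3 SD of those, cut at about 17% in these data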;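 further: 0% = plate median of compound wells and 100% = probe without SIAE protein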
PRMT1 inh – blocks human protein arginine methyltransferase 1 | Q99873 | inhibition, % at 2.79 µM | recombinant PRMT1, activity-based probe fluorescence polarization | actives 1.3% (n = 370,000);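 active means inhibition above about 21% made by adding two undisclosed values, limit read from the data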
DDE Tn7 FP inh – disrupts Tn7 cyclic peptide binding to fibrin D-Dimer-E complex | inhibition, % at 8.3 µM | actives 0.13% (n = 370,000) | FP displacement of FITC-Tn7 peptide from fibrin DD(E); 0% = median of compound wells per plate;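 active means inhibition above the mean of compounds falling within the control limits plus 3 SD of them, cut at about 14% in these data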;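 further: 0% = plate median of compound wells and 100% = 10 µM Aha-Tn7 peptide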
Target sequence (P02675 whole entry, looked up): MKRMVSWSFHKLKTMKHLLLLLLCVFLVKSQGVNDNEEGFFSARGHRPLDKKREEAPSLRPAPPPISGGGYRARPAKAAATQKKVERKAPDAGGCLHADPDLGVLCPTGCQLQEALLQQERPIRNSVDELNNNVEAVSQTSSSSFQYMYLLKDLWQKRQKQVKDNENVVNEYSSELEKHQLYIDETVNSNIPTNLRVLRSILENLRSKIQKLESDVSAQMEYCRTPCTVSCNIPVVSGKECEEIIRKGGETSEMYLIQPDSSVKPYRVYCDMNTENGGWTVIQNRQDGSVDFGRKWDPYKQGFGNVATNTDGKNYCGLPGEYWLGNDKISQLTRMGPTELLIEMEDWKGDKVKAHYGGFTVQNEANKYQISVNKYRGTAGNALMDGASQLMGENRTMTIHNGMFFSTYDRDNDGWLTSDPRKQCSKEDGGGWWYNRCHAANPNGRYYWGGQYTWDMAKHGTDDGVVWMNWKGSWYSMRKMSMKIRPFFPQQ
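Test system – human fibrin DD(E) · Times – 10 min preincubation, 3 h with tracer, room temperature · Detection – fluorescence polarization of the labelled Tn7 tracer · Measure – percent inhibition normalized to high-control wells · Benchmarks – high control wells with 10 µM unlabelled Aha-Tn7 peptide (full inhibition) · Repeats – singlicate testing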
KLK7 zymogen act – activates the human kallikrein-7 zymogen; P49862; actives 0.9% (n = 370,000); activation, % at 7 µM; AID 652039; purified proKLK7, EDANS-DABCYL substrate fluorescence; 100% is mature enzyme control, 0% vehicle;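 active means activation above the mean of all tested compounds plus 3 SD, computed per campaign excluding outliers beyond control limits, cut at about 13% in these data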
TDP2 inh – TDP2 (human) inhibition, absorbance primary screen; O95551; recombinant TDP2, T5PNP hydrolysis, p-nitrophenol absorbance 415 nm; inhibition, % at 12.8 µM; actives 0.34% (n = 370,000); AID 720702;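 active means inhibition above the mean of all tested compounds plus 3 SD, set per campaign, cut at about 25% in these data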;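 further: 0% = DMSO with enzyme and 100% = buffer with substrate but no TDP2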
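Read-out basis: percent inhibition. System: recombinant human TDP2. Buffer or medium: Mg2+-containing Tris-HCl buffer, pH 7.5. Repeats: single replicate. Timing: reaction 2 h, 37 °C. Benchmarks: high control without enzyme, low control DMSO plus TDP2. Probe or stimulus: 5 mM T5PNP. Doses: 12.8 µM only. Measured by: epi absorbance of p-nitrophenol freed from T5PNP by hydrolysis.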
TCR CD3 inh – inhibitors of human TCR-CD3 interaction; AID 651800; actives 0.37% (n = 360,000); TAMRA-labeled TCR probe fluorescence, biochemical; inhibition, % at 9.4 µM; in the data active means inhibition above about 19%;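 further: recombinant mutant TCR 2C K166C tagged with TAMRA read by polarization; 0% = receptor in buffer alone and 100% = receptor with positive control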
DDE Tn6 FP inh – inhibitors of Tn6 peptide binding to human fibrin DD(E); Fibrin DD(E) TRITC-Tn6 fluorescence polarization displacement; inhibition, % at 8.3 µM; actives 0.21% (n = 370,000);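 active means inhibition above a per-campaign cutoff: mean of compounds within control limits plus 3 SD, cut at about 15% in these data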;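 further: 0% = median of all compound wells on the plate and 100% = blocking peptide control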
UHRF1 binding – human UHRF1 methylated DNA binding inhibitors. Q96T88. UHRF1 binding to methylated oligo, TR-FRET. inhibition, % at 4.4 µM. actives 0.75% (n = 370,000); in the data active means inhibition above about 21%;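 further: UHRF1 SRA domain binding a hemimethylated CpG hairpin DNA probe; 0% = median of test compound wells and 100% = reference inhibitor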
* hit, by the source's call; . = no result given.

SMILES | MBD2 DNA inh | LEDGF integ inh | SIAE inh | PRMT1 inh | DDE Tn7 FP inh | KLK7 zymogen act | TDP2 inh | TCR CD3 inh | DDE Tn6 FP inh | UHRF1 binding
O=C(CSc1ccc(-c2cccc([N+](=O)[O-])c2)nn1)N1CCCC1 | -1 | -8 | 2 | 7 | 0 | 0.4 | -9 | -4 | 0 | 3
CC1CCCC(NC(=O)COC(=O)CCC(=O)c2ccc(F)cc2)C1C (configuration not stated) | -3 | 6 | -4 | -3 | 0 | -0.1 | -4 | -5 | 3 | 2
CN(C)c1ccc(S(=O)(=O)c2ccc(Cl)cc2)cc1 | -3 | 1 | 2 | 1 | 4 | 0.8 | 5 | -7 | 0 | 1
COC(=O)Cn1c(C(=O)N2CCCC2)cc2c1C[C@H]1CN(C(=O)c3ccccc3)[C@@](Cc3ccc(F)cc3)(C(=O)OC)[C@@H]21 | 2 | 3 | -3 | 4 | 2 | 1.0 | 2 | -3 | 1 | 5
CCCOc1cc(N)ccc1C(=O)OCCN(CC)CC | -3 | -3 | 6 | -3 | -2 | 0.5 | -5 | 5 | -4 | -1
COC(=O)CN(c1ccccc1C)S(C)(=O)=O | 3 | 2 | 7 | -1 | 2 | 0.0 | -9 | 4 | -5 | 0
O=C1c2ccccc2C(=O)N1/N=C/c1ccc(Oc2ccc([N+](=O)[O-])cn2)cc1 | 5 | -3 | 2 | 4 | -4 | -0.8 | -4 | -4 | 1 | 2
Cc1cc(C)c(NC(=S)N2CCCC2C(=O)O)c(C)c1 (configuration not stated) | -3 | 3 | 1 | 12 | 1 | -0.9 | -5 | -2 | -4 | 0
CC(=O)Nc1ccc2c(c1)CCCC2 | 0 | 1 | 10 | 1 | -8 | 0.8 | 8 | 4 | 1 | 0
CC(C)C[C@@H]1COc2cccc(F)c2S(=O)(=O)N1C | -4 | 4 | 2 | -2 | -7 | 0.6 | -7 | . | 0 | 0
COc1ccc(Cl)cc1NC(=O)C(C)N1CCN(C/C=C/c2ccccc2)CC1 (configuration not stated) | -8 | 1 | 4 | -3 | -3 | 0.5 | -11 | 4 | 1 | -2
COc1ccc(N2Cc3ccccc3C2=NC(=O)c2ccc(C)cc2)cc1OC | 2 | -4 | -5 | 8 | 0 | 0.0 | -16 | -8 | -4 | 2
O=C(c1cccc(Br)c1)N1CCC(Oc2cccnc2)CC1 | -3 | 4 | -1 | -1 | -4 | 0.1 | 0 | . | 0 | 1
O=C(C1CCCN(Cc2ccc(F)cc2)C1)N1CCCCC1 (configuration not stated) | -2 | 4 | 16 | -3 | -13 | 0.4 | -2 | -21 | -7 | 0
CC1CC(C)CN(C(=O)COC(=O)CNC(=O)C23CC4CC(CC(C4)C2)C3)C1 (configuration not stated) | -7 | 2 | 3 | 3 | 5 | -0.3 | 5 | -3 | -4 | 2
Cc1ccc(C)c(NS(=O)(=O)c2cc(C(=O)NCc3ccccn3)ccc2Cl)c1 | -3 | 1 | 3 | -2 | -8 | -0.4 | 5 | 5 | 0 | -4
C/C(Cc1ccccc1)=N\NC(=O)CCCCCC(=O)N/N=C(\C)Cc1ccccc1 | 6 | 2 | 1 | -1 | 5 | 0.7 | -2 | -3 | -2 | 0
O=C(Cn1nc(-c2ccccc2)oc1=O)OCC(=O)c1ccc(F)c(F)c1 | 2 | -2 | -1 | 2 | 9 | -0.4 | 2 | 2 | 3 | -1
COc1ccc(-c2ccc(NS(=O)(=O)c3cc([N+](=O)[O-])ccc3C)cc2)nn1 | -1 | 1 | 3 | -1 | -6 | -0.1 | -11 | -6 | 5 | 1
COC(=O)[C@]12C[C@H](CC(=O)N3CCC(c4ccccc4)CC3)C(=O)N(CCC3=CCCCC3)C1=C[C@H](C(C)C)O[C@@H]2C1CC1 | -4 | 1 | 3 | 1 | -2 | 0.2 | 6 | . | 2 | 2
CCN(CC)S(=O)(=O)c1cc(Br)c(C)cc1OC | 6 | -2 | 4 | 1 | -5 | 0.5 | 11 | 0 | 5 | 1
CCN(CC(=O)Nc1c(F)cccc1F)C(=O)c1ccc2c(c1)OCCO2 | -5 | 1 | -4 | -2 | -2 | -0.5 | 10 | 9 | -2 | -1
CCOCCCn1c(C)nc2c[n+](CC(=O)c3ccc4ccccc4c3)cc(Br)c21 | -2 | 0 | -3 | -1 | 5 | 1.7 | -8 | -4 | 2 | -3
CCOC(=O)c1c(C)[nH]c(C(=O)OCC(=O)c2ccccc2)c1C | 1 | 5 | -12 | -3 | -2 | 0.2 | -4 | 2 | 4 | -2
O=C(COc1ccc(Cl)cc1)OCc1ccc(Cl)cc1 | 3 | -2 | -2 | 1 | 2 | 0.0 | -2 | -9 | 5 | 40*
COC(=O)C1=C(C)N(c2ccc(Cl)cc2)/C(=C/c2cccs2)C1=O | -6 | 1 | -1 | -1 | -3 | 0.6 | 5 | 9 | 1 | -1
CC(C)OC(=O)c1nn2c(C(F)(F)F)cc(-c3ccc(Br)o3)nc2c1Br | -2 | 5 | -2 | 19 | -1 | -0.6 | -3 | 3 | -4 | 0
Cc1ccc(F)c(S(=O)(=O)NC(=O)C2(C)CCN2C(=O)C2(c3ccc(Cl)cc3)CC2)c1 (configuration not stated) | -4 | 0 | -1 | 6 | -4 | -0.5 | 3 | -6 | -4 | 2
O=C(O)CC1(CC(=O)Nc2ccc(F)cc2F)CCCCC1 | 0 | 1 | 1 | 3 | 3 | -0.2 | -3 | 0 | 3 | -1
C#CC[N+]1(CC#Cc2ccccc2)CCOCC1 | -6 | 2 | 5 | -1 | -9 | 0.1 | -6 | 11 | 10 | -3
CCCCOCCCNC(=O)C[C@H]1C[C@@]2(C(=O)OC)C(=C[C@H](C3CCCC3)O[C@@H]2C)N(CCc2ccc(OC)c(OC)c2)C1=O | 0 | 2 | -2 | 1 | 2 | 0.0 | 1 | . | -2 | 0
CC(C)(C)NC(=S)NC(C)(C)C | 0 | 4 | 0 | -2 | 0 | -0.3 | -7 | 4 | 5 | 4
O=C(O)CSc1cc(C(F)(F)F)nc(-c2ccccn2)n1 | 0 | -1 | 1 | 1 | -4 | 0.2 | 0 | 2 | 4 | 1
O=C(Cn1cncn1)c1ccc(Cl)cc1 | 1 | -3 | 9 | -9 | -2 | -0.5 | 7 | 2 | 2 | -2
Cc1ccsc1/C=N/NC(=O)c1ccc2c(c1)OCCO2 | -6 | 0 | -4 | -3 | 1 | 0.3 | 12 | 7 | 6 | -5
CCNc1nc(NCC)n2c(SCC(=O)Nc3cccc(F)c3)nnc2n1 | -4 | 5 | 2 | 6 | 0 | 0.1 | 2 | 1 | -3 | -1
CC(C)(C)c1nc2ccccc2[nH]1 | -1 | -2 | -2 | -4 | -5 | -0.3 | -1 | 1 | 1 | -1
Cc1cc(C(F)(F)F)nc(SCc2ccc(C(=O)O)o2)n1 | 5 | 4 | 2 | 7 | 0 | -0.2 | 9 | 5 | -4 | 6
Cc1cc(NC(=O)/C=C/c2ccccc2)no1 | -9 | -2 | 4 | -2 | 5 | -0.4 | -1 | -2 | 0 | -2
CCCC(C)NC(=O)COC(=O)c1ccccc1SCC(=O)NC(C)CCC (configuration not stated) | -4 | -5 | 8 | 0 | 2 | 0.6 | -1 | 2 | 10 | -1
CCCNC(=O)c1ccc(N2CCC3(CC2)CC(c2cccc(Br)c2)=NO3)c(NC(=O)c2cccc(C)c2)c1 | -2 | 1 | -10 | 0 | -3 | -1.4 | 5 | 0 | -4 | -1
CCC(C(=O)NC(C)(C)C)N(Cc1ccco1)C(=O)CNS(=O)(=O)c1ccc(OC)cc1 (configuration not stated) | -3 | 3 | -2 | -1 | -6 | -0.4 | 10 | 1 | 2 | -1
COC(=O)c1ccccc1-c1ccc(/C=N/Nc2nc(N3CCCC3)nc(N3CCCC3)n2)o1 | -2 | 0 | 7 | -2 | 6 | -15 | 0 | 6 | 6 | -2
CSc1nsc(SCC(=O)Nc2ccc3c(c2)OCCO3)n1 | 4 | 0 | 5 | 9 | 3 | -0.3 | 0 | 5 | 1 | -1
COc1ccc(N2CCN(CC(=O)Nc3ccc(SC(F)F)cc3)CC2)cc1 | 1 | -2 | -1 | -1 | 1 | 0.5 | 3 | -3 | -7 | 2
Cc1ccc(/C=N/NC(=O)c2ccc(N(C)S(=O)(=O)c3ccccc3)cc2)cc1 | -4 | -1 | -41 | -1 | -6 | 1.1 | 6 | -11 | -3 | -1
COc1cc(S(=O)(=O)N2CCCCC2)ccc1NC(=O)c1ccccc1Cl | 2 | -1 | -11 | 0 | 5 | 0.4 | 3 | 0 | 8 | 1
Cc1ccc(-n2c(C)nn(-c3ncc(C(F)(F)F)cc3Cl)c2=O)cc1 | -6 | 2 | 7 | -1 | -1 | -0.1 | -4 | 0 | 8 | 2
Cc1nnc(SCc2nnc(-c3ccccc3)o2)n(N)c1=O | 1 | -7 | -3 | 1 | -2 | 0.1 | -8 | 5 | 3 | -1
O=C(O)CC/C(=C\c1ccccc1[N+](=O)[O-])c1nc2ccccc2s1 | 4 | 2 | -10 | 2 | 0 | 0.2 | 1 | 4 | 1 | 1
OCCCCCCNc1ccc(CCO)cc1 | 2 | 5 | 8 | -3 | -5 | 0.1 | -6 | 10 | 0 | -1
COc1ccc(C2Nc3ccccc3C(=O)N2NS(=O)(=O)c2ccccc2)cc1 (configuration not stated) | -3 | 1 | 15 | -1 | 4 | 17* | -8 | -7 | -1 | 0
CC(C)N(CCCNC(=O)c1ccc(N2CCCC2=O)cc1)Cc1ccccc1 | 3 | 4 | -1 | -3 | 4 | -0.4 | 14 | 0 | -2 | -3
Cc1[nH]n(-c2ccc([N+](=O)[O-])cc2)c(=O)c1C=NCCN1CCN(C(=O)c2ccccc2F)CC1 | -1 | -3 | -9 | 2 | -2 | 0.1 | -12 | -1 | -2 | 3
Cc1ccc(C(=O)Nc2sc3c(c2C(=O)NCc2ccco2)CCCC3)cc1 | 3 | -1 | -11 | 2 | 3 | -1.4 | 3 | 2 | -1 | 0
Cc1ccc(CNC(=O)/C(C#N)=C/c2ccc(C)s2)cc1 | 4 | -1 | 1 | -3 | 6 | 0.2 | 4 | 5 | -6 | 0
Cc1c(C)n2c(SCC(=O)N3CC(C)OC(C)C3)nnc2[nH]c1=O (configuration not stated) | 6 | 0 | 1 | -6 | 3 | 0.2 | 2 | 0 | -7 | 2
Cc1cccc(NC(=O)CC2SC(=NC3CCCCC3)NC2=O)c1 (configuration not stated) | 1 | 0 | 0 | 5 | -2 | -0.6 | -10 | -3 | 0 | 1

2 entries drawn at random from the list so far:
SMILES | MBD2 DNA inh | LEDGF integ inh | SIAE inh | PRMT1 inh | DDE Tn7 FP inh | KLK7 zymogen act | TDP2 inh | TCR CD3 inh | DDE Tn6 FP inh | UHRF1 binding
COc1ccc(C2Nc3ccccc3C(=O)N2NS(=O)(=O)c2ccccc2)cc1 (configuration not stated) | -3 | 1 | 15 | -1 | 4 | 17* | -8 | -7 | -1 | 0
O=C(Cn1nc(-c2ccccc2)oc1=O)OCC(=O)c1ccc(F)c(F)c1 | 2 | -2 | -1 | 2 | 9 | -0.4 | 2 | 2 | 3 | -1
